Compound activity (PubChem)
TRHR PAM – allosteric enhancers of human TRH receptor; P34981; TRHR cells, fluo-8 calcium fluorescence, EC20 TRH enhancement; enhancement, % at 2 µM; actives 0.66% (n = 360,000); in the data active means enhancement above about 30%; further: 0% is about no effect
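TRHR-expressing cells loaded with fluo-8 calcium dye were read kinetically (ex 480/em 530) during compound addition, then stimulated with an EC20 of TRH (10 nM final). Enhancement of the Gq-mediated intracellular calcium response was scored.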
D1 ag – activates the human D1 dopamine receptor. AID 504660. actives 1% (n = 360,000). activation, % at 2 µM. HEK293 T-REx D1 cells, calcium flux, agonist mode; in the data active means activation above about 30%; further: 0% is about no effect
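Inducible HEK293 T-REx D1 cells, force-coupled to calcium signalling, were plated at 4000 cells/well with tetracycline and held overnight at 30 C. After no-wash calcium dye loading, compound-evoked calcium rise over 180 s flagged agonists.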
Anesthetic bind – binds horse apoferritin like a general anesthetic | P02791 | apoferritin/1-aminoanthracene competitive binding, fluorescence | Potency, µM (series often up to 77.5 µM), inactives show at the highest dose activity change, negative = displacement, most hits filed as inhibitors | actives 0.074% (n = 350,000) | AID 485281; further: potency means the concentration at half of the fitted maximal effect; on the % scale 0 is the no-effect control and ±100 the full control effect; nearly all actives have a fitted effect of over 20% in size
Target sequence (P02791 2-175 limits assumed): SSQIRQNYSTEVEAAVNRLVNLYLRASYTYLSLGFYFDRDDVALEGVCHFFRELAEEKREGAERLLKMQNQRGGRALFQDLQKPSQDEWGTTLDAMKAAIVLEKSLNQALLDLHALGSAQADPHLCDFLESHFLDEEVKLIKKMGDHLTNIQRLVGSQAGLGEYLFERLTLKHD
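Read-out: endpoint 1-AMA fluorescence, excitation 380 nm and emission 535 nm, after compounds sit 10 min at room temperature with 10 uM horse-spleen apoferritin in 50% saturated 1-AMA/PBS. Values come from four-parameter Hill fits.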
D1 antag – blocks dopamine activation of the human D1 receptor; P21728; HEK293 TREx D1 cells, calcium flux, dopamine EC80; active compounds read low; activity change, negative = inhibition, % at 10 µM; actives 3.2% (n = 360,000); AID 504652; in the data active means activity change below about -30%; further: on the % scale 0 is the no-effect control and ±100 the full control effect
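Using tetracycline-induced force-coupled D1 Hek293 cells and a calcium dye, signals were followed for 180 s after compound, then for 180 s after EC80 dopamine, to detect inhibitors.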
D2 PAM – D2 dopamine receptor (human) potentiation. P14416. HEK293 T-REx D2, calcium flux, EC20 dopamine potentiation. potentiation, % at 10 µM. actives 0.34% (n = 340,000). AID 485347;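 active means potentiation over 3 SD above the plate norm, cut at about 30% in these data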; further: 0% is about no effect
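Tetracycline-induced Hek293 Trex D2 cells, force-coupled to calcium, loaded with no-wash calcium dye. Compound added with 180 s kinetic read for agonism, then EC20 dopamine and a further 180 s read for potentiation.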
D1 potentiator – enhances dopamine response at the human D1 receptor; HEK293 TREx D1 cells, calcium flux, dopamine EC20 potentiation; potentiation, % at 10 µM; actives 0.036% (n = 360,000); AID 504651; in the data active means potentiation above about 30%; further: 0% is about no effect
TRHR agonist – TRH receptor (human) agonism; AID 493084; P34981; activation, % at 2 µM; TRHR cells, calcium flux fluo-8, FDSS agonist mode; actives 0.18% (n = 360,000); in the data active means activation above about 30%; further: 0% is about no effect
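Agonist-mode FDSS calcium read (Ex 480/Em 530, 1 s cycles) in 1536-well TRHR cells with fluo-8 dye, after 10-cycle baseline and 23 nL compound addition; TRH at EC20 (10 nM final) added afterwards for the enhancer phase.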
RXFP1 ag – activates the human relaxin receptor RXFP1; Potency, µM (series often up to 57.5 µM), inactives show top-dose activation, actives largely listed as activators; HEK293T-RXFP1 cAMP TR-FRET, 30 min; response scale: percent of porcine relaxin response, buffer zero; actives 0.3% (n = 370,000); Q9HBX9; AID 2676; further: potency means the concentration at half of the fitted maximal effect; on the % scale 0 is the no-effect control and ±100 the full control effect; nearly all actives have a fitted effect of over 60% in size; many of its hits are not listed in these tables
Target sequence (Q9HBX9 whole entry, looked up): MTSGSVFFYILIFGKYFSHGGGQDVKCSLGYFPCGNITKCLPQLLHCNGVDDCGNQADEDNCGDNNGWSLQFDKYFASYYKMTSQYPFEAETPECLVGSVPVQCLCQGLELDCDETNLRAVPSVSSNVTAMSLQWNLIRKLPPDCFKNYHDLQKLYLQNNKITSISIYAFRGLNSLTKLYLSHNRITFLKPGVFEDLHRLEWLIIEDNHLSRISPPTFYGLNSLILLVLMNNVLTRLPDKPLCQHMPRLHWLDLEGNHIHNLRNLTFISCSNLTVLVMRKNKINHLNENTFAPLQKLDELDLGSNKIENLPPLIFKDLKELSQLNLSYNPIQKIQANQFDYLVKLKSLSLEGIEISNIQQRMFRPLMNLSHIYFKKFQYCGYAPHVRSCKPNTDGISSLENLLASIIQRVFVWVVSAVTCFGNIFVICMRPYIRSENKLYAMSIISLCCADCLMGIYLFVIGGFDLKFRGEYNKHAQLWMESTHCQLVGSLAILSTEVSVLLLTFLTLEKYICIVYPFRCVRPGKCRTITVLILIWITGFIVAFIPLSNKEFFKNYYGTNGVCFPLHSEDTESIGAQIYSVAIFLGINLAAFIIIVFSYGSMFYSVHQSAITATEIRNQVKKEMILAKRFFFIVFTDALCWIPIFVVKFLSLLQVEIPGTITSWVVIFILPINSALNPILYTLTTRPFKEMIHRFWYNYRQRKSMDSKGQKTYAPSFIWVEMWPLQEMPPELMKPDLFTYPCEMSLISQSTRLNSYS
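Agonist response is measured as cAMP accumulation in an RXFP1-transfected HEK293T line under PDE4 inhibition. Values are scaled between buffer-only and 29 nM porcine relaxin, and EC50s come from standard Hill equation fits.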
RXFP1 antag – blocks the human relaxin receptor RXFP1; HEK293-RXFP1, relaxin-stimulated cAMP HTRF, 30 min; active compounds read low; activity change, negative = inhibition, % at 57.5 µM; actives 0.59% (n = 350,000); AID 1259400;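 active means activity change of -60% or lower, but not beyond a set lower limit; inconclusive means change between -60% and -40%, or beyond the set limit; inactive means change above -40%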; further: on the % scale 0 is the no-effect control and ±100 the full control effect
Numbers without * were called inactive; [ ] = another dose, or the depositor's remark. Unless noted, the call rests on the fitted dose curve; in most records, active means well fitted curve in the direction sought with a large enough effect; inconclusive means small, poorly fitted or top-dose-only effect, or another doubt; inactive means no such curve, though single readings can be large; an effect the other way counts as inactive or inconclusive.

For Cc1ccc(C2c3c(oc4cc(C)c(C)cc4c3=O)C(=O)N2CCCN2CCOCC2)cc1 (stereo not given) the results were TRHR PAM -3, D1 ag 0, Anesthetic bind -4%, D1 antag 2, D2 PAM 0, D1 potentiator -11, TRHR agonist -0.2 and RXFP1 ag 0.1%.
Screening N#CCSc1ccccc1NC(=O)COC(=O)CCNC(=O)c1ccc([N+](=O)[O-])cc1 returned TRHR PAM -3, D1 ag 8, D1 antag -8, D2 PAM -4, D1 potentiator -3, TRHR agonist 1.5, RXFP1 ag 0.4% and RXFP1 antag -3.
`CC(C)C(NC(=O)CCNC(=O)c1ccc([N+](=O)[O-])cc1)c1nc2ccccc2[nH]1` (stereo not given) gave TRHR PAM -3, D1 ag 1, D1 antag -4, D2 PAM 4, D1 potentiator 6, TRHR agonist -0.2, RXFP1 ag -1.0% and RXFP1 antag 3.
Screening COc1ccc(C(=O)Nc2ccc(-c3nc4ccccc4s3)cc2C)cc1Cl returned TRHR PAM 7, D1 ag 0, Anesthetic bind -5%, D1 antag 4, D2 PAM -10, D1 potentiator -2, TRHR agonist 1.0, RXFP1 ag 8.2% and RXFP1 antag -14.
Screening CCOCC(=O)Nc1nc2ccc(S(C)(=O)=O)cc2s1 returned TRHR PAM 3, D1 ag 3, Anesthetic bind 0%, D1 antag 16, D2 PAM 7, D1 potentiator 4, TRHR agonist -0.1, RXFP1 ag 2.4% and RXFP1 antag -4.
`Cc1ccccc1NC(=O)N1CCC(C(=O)c2ccc(F)cc2)CC1` gave TRHR PAM 1, D1 ag 3, Anesthetic bind 7%, D1 antag 18, D2 PAM -2, D1 potentiator -3, TRHR agonist 0.3, RXFP1 ag 1.9% and RXFP1 antag -2.
`O=C(COc1ccc(/C=C\[N+](=O)[O-])cc1)N1CCOCC1` gave TRHR PAM -3, D1 ag 0, Anesthetic bind -2%, D1 antag 36, D2 PAM 7, D1 potentiator -5, TRHR agonist 2.7, RXFP1 ag -1.2% and RXFP1 antag 4.
For O=C1c2ccccc2C(=O)N1C1CCCCC1 the results were TRHR PAM 5, D1 ag 4, Anesthetic bind -14%, D1 antag -26, D2 PAM -4, D1 potentiator -6, TRHR agonist 0.5, RXFP1 ag -0.1% and RXFP1 antag 0.
`O=S(=O)(c1cccc2ccccc12)N1CCSC1` gave TRHR PAM -4, D1 ag 0, Anesthetic bind -9%, D1 antag -15, D2 PAM 6, D1 potentiator 0, TRHR agonist -1.7, RXFP1 ag 0.7% and RXFP1 antag -3.
For CCOC(=O)CN1C(=O)C(=O)N(Cc2ccccc2)C1=O the results were TRHR PAM -8, D1 ag 1, Anesthetic bind -2%, D1 antag -9, D2 PAM -10, D1 potentiator -8, TRHR agonist 0.8, RXFP1 ag 5.3% and RXFP1 antag -6.
Screening COc1ccc(-n2ncc3c(NCc4ccc5c(c4)OCO5)ncnc32)cc1 returned TRHR PAM -4, D1 ag 9, Anesthetic bind -10%, D1 antag 18, D2 PAM 18, D1 potentiator 3, TRHR agonist 0.0, RXFP1 ag inconclusive and RXFP1 antag 9.
For COc1ccc(Nc2nc(-c3cccc([N+](=O)[O-])c3)nc3ccccc23)cc1 the results were TRHR PAM -4, D1 ag 0, Anesthetic bind -5%, D1 antag 8, D1 potentiator 6, TRHR agonist -0.1, RXFP1 ag 1.6% and RXFP1 antag 3.
CC(=O)c1ccc(OC(=O)C2CC(=O)N(c3cccc(C)c3)C2)cc1 (stereo not given) was read as TRHR PAM -2, D1 ag 1, Anesthetic bind -5%, D1 antag -3, D2 PAM 2, D1 potentiator -3, TRHR agonist -0.4, RXFP1 ag -0.3% and RXFP1 antag 7.
`COc1cc(NS(=O)(=O)c2ccc(Nc3nc(-c4cccc([N+](=O)[O-])c4)cs3)cc2)nc(OC)n1` gave TRHR PAM -1, D1 ag 1, Anesthetic bind -2%, D1 antag -8, D2 PAM 3, D1 potentiator -3, TRHR agonist 0.0, RXFP1 ag 4.4% and RXFP1 antag -25.
Screening Cc1cc(C(=O)OCC(=O)Nc2nc(-c3ccccc3)cs2)c(C)o1 returned TRHR PAM 7, D1 ag 10, Anesthetic bind -9%, D1 antag -11, D2 PAM 0, D1 potentiator -11, TRHR agonist -0.2, RXFP1 ag -0.2% and RXFP1 antag -38.
CCOc1ccc(CNC(=O)c2cnc3sc(N4CCOCC4)nn3c2=O)cc1 was read as TRHR PAM -2, D1 ag 0, Anesthetic bind -9%, D1 antag -61*, D2 PAM -14, D1 potentiator -4, TRHR agonist 0.5, RXFP1 ag 3.8% and RXFP1 antag 12.
N#Cc1ccccc1NC(=O)COC(=O)c1ccc(F)cc1F was read as TRHR PAM -1, D1 ag 2, Anesthetic bind -4%, D1 antag 8, D2 PAM 9, D1 potentiator -7, TRHR agonist 0.4, RXFP1 ag 2.9% and RXFP1 antag -3.
For Cc1cccc(NC(=O)c2nc(S(=O)(=O)Cc3ccccc3)ncc2Cl)c1 the results were TRHR PAM -12, D1 ag 2, Anesthetic bind inconclusive, D1 antag -29, D2 PAM 5, D1 potentiator -13, TRHR agonist -0.9, RXFP1 ag 0.8% and RXFP1 antag -90*.
Screening Cc1nn(Cc2ccc(C(=O)N3CCOCC3)o2)c(C)c1Br returned TRHR PAM 23, D1 ag 3, Anesthetic bind -8%, D1 antag 7, D2 PAM 10, D1 potentiator -2, TRHR agonist -0.1, RXFP1 ag 1.5% and RXFP1 antag 1.
`Nc1nc(SCC(=O)Nc2ccc(Cl)cn2)n[nH]1` gave TRHR PAM 0, D1 ag 2, Anesthetic bind -15%, D1 antag -10, D2 PAM -2, D1 potentiator 5, TRHR agonist -0.4, RXFP1 ag 5.4% and RXFP1 antag -2.
Screening N#Cc1cc(C(=O)c2ccccc2OCC(=O)Nc2ccccc2Cl)cn(C2CCCCC2)c1=O returned TRHR PAM -10, D1 ag 0, Anesthetic bind -16%, D1 antag -6, D2 PAM 10, D1 potentiator 5, TRHR agonist 3.0, RXFP1 ag -0.8% and RXFP1 antag 15.
`CCN1CCc2c(sc(NC(=O)c3ccc(S(=O)(=O)N4CCOCC4)cc3)c2C(=O)OC)C1` gave TRHR PAM 3, D1 ag 1, Anesthetic bind inconclusive, D1 antag -1, D2 PAM 1, D1 potentiator -6, TRHR agonist 0.0, RXFP1 ag -0.8% and RXFP1 antag -21.
Screening CS(=O)(=O)Nc1ccc(C2=NN(C(=O)c3ccco3)C(c3cccc(F)c3)C2)cc1 (stereo not given) returned TRHR PAM 6, D1 ag 2, Anesthetic bind -11%, D1 antag 16, D2 PAM 13, D1 potentiator 3, TRHR agonist -0.7, RXFP1 ag 0.5% and RXFP1 antag -6.
For COc1ccc(S(=O)(=O)N2CCN(C(=O)c3cc(C)on3)CC2)cc1 the results were TRHR PAM 2, D1 ag 1, D1 antag -4, D2 PAM 4, D1 potentiator -1, TRHR agonist 0.5, RXFP1 ag -0.8% and RXFP1 antag -1.
`CCN(CC)S(=O)(=O)c1ccc(C(=O)NCCCn2ccnc2)cc1` gave TRHR PAM -2, D1 ag 1, Anesthetic bind -5%, D1 antag -16, D2 PAM 10, D1 potentiator -1, TRHR agonist 0.4, RXFP1 ag -0.9% and RXFP1 antag 2.
O=Cc1cn(CC(=O)N2CCOCC2)c2ccccc12 was read as TRHR PAM 1, D1 ag -2, Anesthetic bind 5%, D1 antag 13, D2 PAM 19, D1 potentiator -4, TRHR agonist 0.0, RXFP1 ag -0.4% and RXFP1 antag -15.
For COc1ccc(NS(=O)(=O)c2cc(NC(=O)CC(=O)c3ccc([N+](=O)[O-])cc3)ccc2C)cc1 the results were TRHR PAM -3, D1 ag 4, Anesthetic bind -12%, D1 antag 9, D2 PAM -6, D1 potentiator -6, TRHR agonist 0.0, RXFP1 ag -1.6% and RXFP1 antag -10.
For Cc1nc(-c2ccc(S(=O)(=O)Nc3ccc(Br)cc3Cl)s2)cs1 the results were TRHR PAM -2, D1 ag 5, Anesthetic bind -12%, D1 antag -13, D2 PAM 5, D1 potentiator -3, TRHR agonist -0.8, RXFP1 ag inconclusive and RXFP1 antag -5.
For O=C(CSc1nc2ccccc2c(=O)n1NC(=O)Cc1ccccc1)NCCc1ccccc1 the results were TRHR PAM 2, D1 ag -2, Anesthetic bind -14%, D1 antag 10, D2 PAM 5, D1 potentiator 9, TRHR agonist 0.2, RXFP1 ag 0.7% and RXFP1 antag -8.
For COCC(=O)Nc1c(C(=O)Nc2ccc3c(c2)OCO3)oc2ccccc12 the results were TRHR PAM 10, D1 ag 0, Anesthetic bind 38%[activator], D1 antag -6, D1 potentiator 6, TRHR agonist -0.7, RXFP1 ag -1.1% and RXFP1 antag 17.

The list goes on, overlapping the part above by two compounds.
For O=C(CSc1nc2ccccc2c(=O)n1NC(=O)Cc1ccccc1)NCCc1ccccc1 the results were TRHR PAM 2, D1 ag -2, Anesthetic bind -14%, D1 antag 10, D2 PAM 5, D1 potentiator 9, TRHR agonist 0.2, RXFP1 ag 0.7% and RXFP1 antag -8.
For COCC(=O)Nc1c(C(=O)Nc2ccc3c(c2)OCO3)oc2ccccc12 the results were TRHR PAM 10, D1 ag 0, Anesthetic bind 38%[activator], D1 antag -6, D1 potentiator 6, TRHR agonist -0.7, RXFP1 ag -1.1% and RXFP1 antag 17.
For Cc1ccc(C(=O)NCN2CCN(c3ccccc3)CC2)cc1 the results were TRHR PAM 2, D1 ag 3, D1 antag -5, D2 PAM -36, D1 potentiator -5, TRHR agonist 0.2, RXFP1 ag 2.4% and RXFP1 antag -2.
For Cc1cc2cc(CNC(=O)c3ccco3)ccc2n1C the results were TRHR PAM -1, D1 ag 1, Anesthetic bind -10%, D1 antag -1, D2 PAM 0, D1 potentiator 8, TRHR agonist -0.3, RXFP1 ag -2.6% and RXFP1 antag -5.
O=C(Nc1ccccc1N1CCOCC1)c1ccc(OCc2cscn2)cc1 was read as TRHR PAM -3, D1 ag 1, Anesthetic bind -13%, D1 antag -3, D1 potentiator -11, TRHR agonist -0.1, RXFP1 ag -0.2% and RXFP1 antag -13.
`CC1=C(C(=O)NCc2ccccc2)C(c2ccccc2OCC(N)=O)NC(=O)N1` (stereo not given) gave TRHR PAM -6, D1 ag -3, Anesthetic bind -2%, D1 antag 15, D2 PAM -5, D1 potentiator 4, TRHR agonist 0.4, RXFP1 ag -0.3% and RXFP1 antag -7.
`Nc1nnc(CC2=CCCCC2)s1` gave TRHR PAM 4, D1 ag -1, Anesthetic bind -6%, D1 antag 4, D2 PAM -10, D1 potentiator -2, TRHR agonist 0.0, RXFP1 ag 0.1% and RXFP1 antag 4.

Not all compounds are listed (hit frequency here may not be typical).
